Compound activity (PubChem BioAssay)
proKLK7 act: proKLK7 zymogen activators, primary screen, biochemical, fluorescence intensity | Kallikrein-7 (Homo sapiens), P49862 | purified proKLK7, EDANS-DABCYL substrate fluorescence; 100% is mature enzyme control, 0% vehicle | activation, % at 7 µM | actives 0.9% (n = 370,000);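 active = activation above the mean of all tested compounds plus 3 SD, computed per campaign excluding outliers beyond control limits, cut at about 13% in these data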
Target sequence (P49862 whole entry, looked up): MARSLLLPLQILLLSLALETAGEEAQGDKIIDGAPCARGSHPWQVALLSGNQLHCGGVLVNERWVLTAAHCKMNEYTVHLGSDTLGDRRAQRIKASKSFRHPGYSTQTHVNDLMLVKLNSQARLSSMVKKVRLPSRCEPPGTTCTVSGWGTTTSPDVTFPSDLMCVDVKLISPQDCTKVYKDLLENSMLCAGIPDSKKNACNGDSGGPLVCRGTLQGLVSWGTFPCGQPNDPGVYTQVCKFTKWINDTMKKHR
MBD2 DNA inh: inhibitors of MBD2 binding to methylated DNA, primary screen, biochemical, TR-FRET, DNA-binding domain, human; AID 686964, 2013; actives 0.31% (n = 370,000); MBD2 binding to methylated oligonucleotide; inhibition, % at 4.4 µM; Methyl-CpG-binding domain protein 2 (Homo sapiens), Q9UBB5; in the data active = inhibition above about 13%
TDP2 absorb: human TDP2 enzyme inhibitors, primary screen, biochemical, epi absorbance, recombinant enzyme. actives 0.34% (n = 370,000). Tyrosyl-DNA phosphodiesterase 2 (Homo sapiens), O95551. inhibition, % at 12.8 µM. T5PNP hydrolysis, p-nitrophenol absorbance 415 nm. AID 720702, 2013;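 active = inhibition above the mean of all tested compounds plus 3 SD, set per campaign, cut at about 25% in these data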;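 note: 0% = DMSO with enzyme and 100% = buffer with substrate but no TDP2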
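System – recombinant human TDP2 · Amount – 120 nM TDP2 per well · Buffer or medium – Mg2+-containing Tris-HCl buffer, pH 7.5 · Reagent – T5PNP substrate, 5 mM · Dosing – 12.8 µM single point, 1% DMSO · Incubation – 2 h at 37 °C · Measured by – epi absorbance · Read-out basis – percent inhibition · Benchmarks – high control without enzyme, low control DMSO plus TDP2 · Repeats – singlicate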
Tn6 DDE FP: inhibitors of Tn6 peptide binding to fibrin DD(E), primary screen, biochemical, fluorescence polarization, human fibrin, Tn6 probe; actives 0.21% (n = 370,000); Fibrinogen beta chain (Homo sapiens), P02675; Fibrin DD(E) TRITC-Tn6 fluorescence polarization displacement; inhibition, % at 8.3 µM;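 active = inhibition above a per-campaign cutoff: mean of compounds within control limits plus 3 SD, cut at about 15% in these data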;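 note: 0% = median of all compound wells on the plate and 100% = blocking peptide control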
Tn7 DDE FP: inhibitors of Tn7 peptide binding to fibrin DD(E), primary screen, biochemical, fluorescence polarization, human fibrin, Tn7 probe. Fibrinogen beta chain (Homo sapiens), P02675. FP displacement of FITC-Tn7 peptide from fibrin DD(E); 0% = median of compound wells per plate. inhibition, % at 8.3 µM. actives 0.13% (n = 370,000). AID 720508, 2013;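 active = inhibition above the mean of compounds falling within the control limits plus 3 SD of them, cut at about 14% in these data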;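 note: 0% = plate median of compound wells and 100% = 10 µM Aha-Tn7 peptide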
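Measure: % inhibition scaled between sample-field median and high-control FP; Test system: human fibrin DD(E); Quantity: 2 µM final DD(E) protein; Doses: one dose, 8.3 µM nominal; Schedule: compound with protein 10 min, then 3 h after probe, room temperature; Detection: fluorescence polarization; Medium: Tris buffer with calcium and detergent, pH 7.8.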
LEDGF integ inh: blockers of LEDGF/p75-dependent integrase strand transfer – biochemical, TR-FRET, high throughput, primary screen; TR-FRET IN-LEDGF/p75 DNA integration, Eu/Cy5; inhibition, % at 3.7 µM; actives 0.64% (n = 370,000);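 active = inhibition above the screen-wide mean plus 3 SD, cut at about 13% in these data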;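 note: signal is the Cy5 over europium emission ratio at 671 and 618 nm; 0% = plate median of compound wells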
PRMT1 FP inh: PRMT1 methyltransferase inhibitors, primary screen, biochemical, fluorescence polarization; Protein arginine N-methyltransferase 1 (Homo sapiens), Q99873; inhibition, % at 2.79 µM; recombinant PRMT1, activity-based probe fluorescence polarization; AID 652257, 2013; actives 1.3% (n = 370,000);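 active = inhibition above about 21% made by adding two undisclosed values, limit read from the data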
SIAE primary: human SIAE inhibitors, primary screen, biochemical, fluorescence polarization, FP-Rh probe, 1536-well HTS; Sialate O-acetylesterase (Homo sapiens), Q9HAT2; SIAE FP-Rh probe binding; actives 0.69% (n = 370,000); inhibition, % at 9.66 µM;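 active = inhibition above a cutoff: mean of compounds within the control limits plus 3 SD of those, cut at about 17% in these data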;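 note: 0% = plate median of compound wells and 100% = probe without SIAE protein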
UHRF1 MBD2 ctr: UHRF1 methylated DNA binding inhibitors, primary screen, counter-screen for MBD2 inhibitor project, biochemical, TR-FRET, human UHRF1, single concentration. E3 ubiquitin-protein ligase UHRF1 (Homo sapiens), Q96T88. UHRF1 binding to methylated oligo. inhibition, % at 4.4 µM. actives 0.75% (n = 370,000); in the data active = inhibition above about 21%;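 note: UHRF1 SRA domain binding a hemimethylated CpG hairpin DNA probe; 0% = median of test compound wells and 100% = reference inhibitor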
Target sequence (Q96T88 whole entry, looked up, the tested form may be a part): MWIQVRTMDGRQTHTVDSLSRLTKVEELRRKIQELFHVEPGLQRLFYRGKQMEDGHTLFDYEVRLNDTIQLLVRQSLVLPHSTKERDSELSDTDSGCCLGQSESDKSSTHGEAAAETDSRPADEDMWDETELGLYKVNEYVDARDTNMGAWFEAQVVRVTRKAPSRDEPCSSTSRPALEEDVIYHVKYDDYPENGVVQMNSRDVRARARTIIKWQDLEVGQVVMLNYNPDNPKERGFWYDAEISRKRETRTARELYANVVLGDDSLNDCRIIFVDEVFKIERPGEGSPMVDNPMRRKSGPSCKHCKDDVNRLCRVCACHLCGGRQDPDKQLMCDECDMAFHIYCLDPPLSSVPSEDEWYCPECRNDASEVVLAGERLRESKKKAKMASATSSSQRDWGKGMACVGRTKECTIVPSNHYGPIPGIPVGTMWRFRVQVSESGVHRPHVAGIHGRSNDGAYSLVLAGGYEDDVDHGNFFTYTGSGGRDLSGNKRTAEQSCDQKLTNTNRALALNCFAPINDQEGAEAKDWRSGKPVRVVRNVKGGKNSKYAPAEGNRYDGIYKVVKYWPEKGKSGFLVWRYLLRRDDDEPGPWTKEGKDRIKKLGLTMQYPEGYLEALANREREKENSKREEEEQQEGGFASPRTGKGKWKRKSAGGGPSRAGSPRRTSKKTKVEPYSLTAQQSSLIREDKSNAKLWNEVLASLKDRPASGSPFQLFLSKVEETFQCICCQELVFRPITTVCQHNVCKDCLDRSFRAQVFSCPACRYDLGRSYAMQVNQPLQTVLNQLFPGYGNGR
TCR CD3 inh: inhibitors of human TCR-CD3 interaction, primary screen, biochemical, fluorescence, TAMRA-labeled TCR probe; inhibition, % at 9.4 µM; actives 0.37% (n = 360,000); AID 651800, 2012; in the data active = inhibition above about 19%;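 note: recombinant mutant TCR 2C K166C tagged with TAMRA read by polarization; 0% = receptor in buffer alone and 100% = receptor with positive control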
* = called active by the depositor; · = not tested or not shown.

Start of the data: the first 4 entries, to show the layout:
SMILES	proKLK7 act	MBD2 DNA inh	TDP2 absorb	Tn6 DDE FP	Tn7 DDE FP	LEDGF integ inh	PRMT1 FP inh	SIAE primary	UHRF1 MBD2 ctr	TCR CD3 inh
CC(=O)c1ncnn1CC(=O)c1ccc(Cl)cc1Cl	0.2	-1	-2	8	0	3	2	4	0	-5
O=[N+]([O-])c1ccc(NCCCO)c(C(F)(F)F)c1	-0.7	-6	-6	-8	6	0	-2	-2	0	7
O=C(NC1CCCCN(Cc2ccc(Cl)cc2)C1=O)c1ccccc1-c1ccc(Cl)c(Cl)c1 (centres undefined)	0.2	-1	12	-2	-1	4	-3	2	-4	·
COc1cc(CNC(=O)c2ccc3oc(C(C)C)nc3c2)cc(OC)c1	0.2	5	11	0	5	-2	3	2	4	4

The whole of this part, previewed entries included:
SMILES	proKLK7 act	MBD2 DNA inh	TDP2 absorb	Tn6 DDE FP	Tn7 DDE FP	LEDGF integ inh	PRMT1 FP inh	SIAE primary	UHRF1 MBD2 ctr	TCR CD3 inh
CC(=O)c1ncnn1CC(=O)c1ccc(Cl)cc1Cl	0.2	-1	-2	8	0	3	2	4	0	-5
O=[N+]([O-])c1ccc(NCCCO)c(C(F)(F)F)c1	-0.7	-6	-6	-8	6	0	-2	-2	0	7
O=C(NC1CCCCN(Cc2ccc(Cl)cc2)C1=O)c1ccccc1-c1ccc(Cl)c(Cl)c1 (centres undefined)	0.2	-1	12	-2	-1	4	-3	2	-4	·
COc1cc(CNC(=O)c2ccc3oc(C(C)C)nc3c2)cc(OC)c1	0.2	5	11	0	5	-2	3	2	4	4
Nc1nc(SCc2nc3scc(-c4ccccc4)c3c(=O)[nH]2)n[nH]1	-0.1	1	6	-3	-1	0	1	-1	0	3
CC(=O)OCC(=O)Nc1ccccc1C	-0.1	0	-13	0	-10	4	-5	-2	3	-12
CSc1ccc(CN2C(=O)C(C)Sc3ccc(C(C)=O)cc32)cc1 (centres undefined)	-0.5	-5	3	8	6	-3	-2	-2	1	-3
O=C(O)c1cc(S(=O)(=O)N2CCN(S(=O)(=O)c3ccc4ccccc4c3)CC2)ccc1Br	-0.3	3	0	-8	3	9	4	-5	7	-8
CCn1ccnc1CN1CCC(CO)(CCOc2ccccc2)CC1	0.2	6	-13	-6	-1	-5	6	-5	7	-8
Cc1ccc(C(c2nnnn2CS(=O)(=O)c2ccc(C)cc2)N2CCCC2)cc1 (centres undefined)	-0.2	3	11	14	-11	3	-4	2	0	2
COc1ccc(CCNc2nc(C)cc(C)n2)cc1OC	-0.4	-1	3	6	4	-1	-3	0	-1	-5
CCOC(=O)c1c(-c2ccccc2)oc2cc(CN(C)C)c(O)c(CN(C)C)c12	-18	-4	8	-6	1	7	26*	3	-15	-1
Cc1ccc(C(=O)NC(C)CCc2ccccc2)cc1[N+](=O)[O-] (centres undefined)	-0.6	0	-21	-7	-2	-2	-2	-7	5	-1
CC(=O)c1c(NCCc2ccccc2)cc(C)oc1=O	0.3	-2	5	1	-1	-4	0	9	-7	2
N#Cc1cnn(-c2ccccc2)c1NC(=O)CN1CCOCC1	0.9	1	8	8	7	-2	-4	1	-2	9
O=C(CSc1ccc(F)cc1)NCC1(N2CCOCC2)CCCCC1	1.1	-4	-5	4	-2	1	4	12	1	-3
COc1ccc2nc(SCC(=O)NC3CCCc4ccccc43)[nH]c2c1 (centres undefined)	0.3	3	-12	1	-2	-8	1	-6	3	-7
C=CCn1c(CCC(=O)O)ccc1-c1ccc(OC)cc1	5.3	-4	3	4	-4	0	3	-2	-1	-2
CSc1nc(-c2ccccc2)nc(NC(=O)c2ccccc2)c1C(C)=O	0.2	-1	-4	0	7	2	-4	-1	0	7
CC1(C)CC(=O)C2=C(C1)N(N1CCOCC1)C(N)=C(C#N)C2c1cccnc1 (centres undefined)	0.2	2	-2	2	-9	0	-2	4	0	3
CC12CN(C(=O)c3ccc([N+](=O)[O-])cc3)CC(C)(CN(C(=O)c3ccc([N+](=O)[O-])cc3)C1)C2=O	-1.3	8	-7	-8	2	1	5	-6	5	-4
COc1cccc(-c2csc(N3CCN(C(=O)Nc4ccccc4OC)CC3)n2)c1	-0.4	-4	8	-10	2	2	1	12	-2	4
Cc1ccc(S(=O)(=O)N(C)C)cc1NC(=O)COC(=O)CC1CCCC1	-0.9	4	-4	-2	7	-8	1	-1	-1	-4
C=CCNC(=O)CCc1nnc(C2(c3ccc(Cl)cc3)CCC2)o1	0.4	-1	7	0	-4	-4	0	4	1	9
COc1ccc(C(=O)/C=C/Nc2ccc(S(=O)(=O)Nc3cc(OC)nc(OC)n3)cc2)c(OC)c1	-1.3	3	5	11	0	5	3	-4	0	6

A few values from the results shown:
O=[N+]([O-])c1ccc(NCCCO)c(C(F)(F)F)c1 in LEDGF integ inh is entered as 0
C=CCNC(=O)CCc1nnc(C2(c3ccc(Cl)cc3)CCC2)o1 in Tn6 DDE FP is entered as 0
COc1ccc(CCNc2nc(C)cc(C)n2)cc1OC in PRMT1 FP inh is entered as -3
CSc1nc(-c2ccccc2)nc(NC(=O)c2ccccc2)c1C(C)=O in LEDGF integ inh is entered as 2

Returning to the listing; the 5 compounds before the break are reprinted first.
SMILES	proKLK7 act	MBD2 DNA inh	TDP2 absorb	Tn6 DDE FP	Tn7 DDE FP	LEDGF integ inh	PRMT1 FP inh	SIAE primary	UHRF1 MBD2 ctr	TCR CD3 inh
CC12CN(C(=O)c3ccc([N+](=O)[O-])cc3)CC(C)(CN(C(=O)c3ccc([N+](=O)[O-])cc3)C1)C2=O	-1.3	8	-7	-8	2	1	5	-6	5	-4
COc1cccc(-c2csc(N3CCN(C(=O)Nc4ccccc4OC)CC3)n2)c1	-0.4	-4	8	-10	2	2	1	12	-2	4
Cc1ccc(S(=O)(=O)N(C)C)cc1NC(=O)COC(=O)CC1CCCC1	-0.9	4	-4	-2	7	-8	1	-1	-1	-4
C=CCNC(=O)CCc1nnc(C2(c3ccc(Cl)cc3)CCC2)o1	0.4	-1	7	0	-4	-4	0	4	1	9
COc1ccc(C(=O)/C=C/Nc2ccc(S(=O)(=O)Nc3cc(OC)nc(OC)n3)cc2)c(OC)c1	-1.3	3	5	11	0	5	3	-4	0	6
COc1ccc2c(c1)c1ccccc1n2C	-1.2	0	1	-1	-2	0	0	4	-1	5
CCCc1cc(=O)n2[nH]c(-c3ccccc3)cc2n1	-4.8	2	-4	0	-5	-2	-3	2	-4	-7
COc1ccc(CCNC(=O)c2ccc3nc4cc(Cl)ccc4c(=O)n3c2)cc1OC	-0.8	-3	6	2	-2	5	0	-15	-6	-2
N#C/C(=C/c1ccc(CNS(=O)(=O)c2ccccc2)o1)C(=O)NCc1ccccc1	0.4	1	4	2	5	1	3	-2	-2	0
O=C(Nc1ccc2oc(-c3cccnc3)nc2c1)c1ccc([N+](=O)[O-])o1	0.7	0	-6	1	0	7	-1	-9	0	-2
O=C(c1cccc(S(=O)(=O)N2CCc3ccccc32)c1)N1CCc2ccccc2C1	0.8	1	0	-1	-1	-2	2	1	2	-7
Cc1ccc(-n2nc3c(=O)n(C(C)C(=O)NCc4ccco4)nc(C)c3c2C)cc1 (centres undefined)	-0.9	2	13	-6	2	1	1	6	-1	1
CC1(C)Cc2c(C#N)c(NCC3CCCO3)nc(-c3ccco3)c2CO1 (centres undefined)	4.8	-5	9	-1	0	-2	16	3	-2	-1
Cc1ccc(-n2[nH]c(=O)c3cccnc32)cc1	-0.4	4	0	6	9	-2	0	0	0	-3
O=C(Nc1nccs1)c1ccc(Br)o1	-0.3	-1	1	-2	-2	-1	-3	14	-1	-3
O=C(O)c1ccccc1C(=O)c1ccc2c(c1)N(Cc1ccc(Cl)c(Cl)c1)C(=O)CO2	0.5	-1	0	-3	-6	0	1	-4	-2	0
O=C(Nc1nc2ccccc2[nH]1)c1cccs1	-0.1	0	8	2	0	4	2	-2	4	-8
Cc1ccccc1-c1nnn(CC(=O)NC(=O)NC2CCCC2)n1	-0.2	5	-2	0	4	-6	2	12	13	-5
O=C(CCS(=O)(=O)c1cccs1)N1CCN(c2ccc(F)cc2)CC1	-0.1	4	-11	2	4	1	0	5	2	-4
COc1ccc(C(=O)OCC(=O)NCCCc2ccccc2)c(OC)c1	0.2	2	-12	-5	3	-3	3	-9	6	-2
CCN(CC)CCN1C(=O)/C(=C\c2ccc(Cl)c([N+](=O)[O-])c2)SC1=Nc1ccc(OC)cc1	0.8	-1	-4	1	-6	-2	0	2	-1	6
COc1cccc(C(=O)CSc2nc3ccccc3n2CC(=O)N(C(C)C)C(C)C)c1	-0.2	0	0	5	-2	1	-2	-6	-1	0
Cc1ccc(-c2nnc(-c3ccc(NC(=O)c4ccco4)cc3)o2)cc1	-2.8	-1	-4	4	6	0	0	-12	-1	3
Cc1ccc2[nH]c(C)cc(=S)c2c1	0.3	1	-1	-4	-1	-1	-6	-4	0	5
O=C(Nc1ccc(Cl)c(S(=O)(=O)N2CCOCC2)c1)C1CCCC1	0.0	-1	-2	-3	6	4	-2	3	2	-6
CCOc1ccccc1/C=N/n1nnnc1N	0.8	1	-3	5	-4	-1	-2	0	-3	5
COc1ccc(CC(=O)Nc2cccnc2)cc1	-0.7	-1	-1	3	-1	-6	2	-6	2	-4
Cc1nn(CCc2nn[nH]n2)c2nc(-c3ccc(Br)cc3)cc(C(F)(F)F)c12	-2.1	-5	11	2	2	-5	-2	-9	-3	2
CC(=O)Nc1nc2ccccc2n1Cc1ccc(Cl)cc1	0.2	-1	10	-7	1	6	-2	7	-2	8
NC(=O)CC(NC(=O)c1ccc(Br)cc1)c1ccc(NC2CCCCCCC2)c([N+](=O)[O-])c1 (centres undefined)	-0.2	2	3	-5	-5	-1	-1	-9	0	-1
COC(=O)[C@@H](Cc1ccccc1)NS(=O)(=O)N[C@H](Cc1ccccc1)C(=O)OC	0.5	0	-6	0	0	-2	-1	-3	0	3
